# Screening results: PubChem BioAssay, Emory University Molecular Libraries Screening Center
# 14-3-3g Raf = alters human 14-3-3 gamma binding to Raf peptide; 0.19% of 160,000 active; inhibition, % at 40 µM; AID 422; P61981; FP, 14-3-3gamma / TMR-pS259-Raf peptide binding; in the data active means inhibition above about 30%;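 further: 0% = protein plus tracer without compound and 100% = blank with tracer alone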
# Target sequence (P61981 whole entry, looked up): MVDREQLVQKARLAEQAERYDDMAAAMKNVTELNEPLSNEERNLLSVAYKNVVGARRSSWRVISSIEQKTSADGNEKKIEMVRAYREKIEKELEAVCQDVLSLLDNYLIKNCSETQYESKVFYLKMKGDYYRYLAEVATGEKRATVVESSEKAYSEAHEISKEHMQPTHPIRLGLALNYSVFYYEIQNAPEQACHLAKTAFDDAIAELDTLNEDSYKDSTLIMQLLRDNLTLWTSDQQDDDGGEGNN
# Numbers without * were called inactive; & = joins results of further samples.
SMILES,14-3-3g Raf
CC(C(=O)Nc1ccccc1C(=O)c1ccccc1)N1C(=O)c2ccccc2C1=O (centres undefined),3
Cc1sc2nc(SCC(=O)NCCCn3ccnc3)[nH]c(=O)c2c1C,-2
C=CCc1cccc2cc(C(=O)N(Cc3ccccc3)Cc3ccccc3)c(=O)oc12,9
COc1ccc(N2C(=O)CC(c3ccc([N+](=O)[O-])cc3)C3=C2CC(C)(C)CC3=O)cc1 (centres undefined),-2
O=C(O)C1CCCN1S(=O)(=O)c1ccc2c(c1)CCC2 (centres undefined),-15
CCOc1ccc(CNC(=O)C2CCCN(S(C)(=O)=O)C2)cc1OC (centres undefined),-9&-3
CC(=O)c1ccc(NC(=O)C2CCCN(S(=O)(=O)c3cccc4nsnc34)C2)cc1 (centres undefined),-10
O=C1CCCC2=C1C(c1ccccc1)c1c(nc(SCc3ccccc3)[nH]c1=O)N2 (centres undefined),-6
O=c1c2c(nc(SCc3ccccc3F)n1-c1ccc(Cl)cc1)CCS2,3
COc1ccc(-c2nnc3n2N=C(c2ccccc2)CS3)cc1OC,1
COc1ccc(C2C(C(=O)Nc3cc(Cl)c(OC)cc3OC)c3ccccc3C(=O)N2C)cc1 (centres undefined),-3
Cc1ccccc1Cc1c(C)nc2nc(SCC(=O)NCCC3=CCCCC3)nn2c1C,-7
CCc1ccc(S(=O)(=O)N=C2C=C(Nc3ccc(OC)cc3)C(=O)c3ccccc32)cc1,-13
CCc1ccc(N/C(SCc2cccc(F)c2)=C(/C#N)C(=O)NCc2ccco2)cc1,0
CCOC(=O)C1C(=O)CC(C)(O)C(C(=O)OCC)C1/C=C/c1ccccc1 (centres undefined),-2
CSc1ccc(-c2nc3ncccn3c2Nc2ccccc2C)cc1,-32
CCOC(=O)C1=C(N)OC2=C(C(=O)CC(c3ccccc3)C2)C1c1ccc(OC)cc1OC (centres undefined),-3
Cc1cc(C)cc(C(=O)N(CCc2ccccc2)C2=CC3CCC(C2)N3C)c1 (centres undefined),-13
O=C(c1ccc2c(c1)[nH]c(=S)n1c3ccccc3nc21)N1CCN(c2ncccn2)CC1,-1
Nc1ccc(S(=O)(=O)N2CCCC2)cc1,4
O=C(O)CSCc1cnn(-c2ccccc2)c1-n1cccc1,-3
CCCCOc1ccc(C(=O)Nc2c3c(nn2-c2ccc(F)cc2)CS(=O)(=O)C3)cc1,-2
COc1ccccc1Nc1ncccc1C(=O)O,-4
CCN(CCCNC(=O)C1CCC(=O)N1C1CCCC1)c1cccc(C)c1 (centres undefined),2
CCN(C(=O)CSc1nncs1)c1c(N)n(Cc2ccccc2)c(=O)[nH]c1=O,-7
CC(=O)COC(=O)c1ccc2nc(-c3ccccc3)c(-c3ccccc3)nc2c1,-5
COC(=O)Cn1cnc2sc(C)c(S(=O)(=O)N3CC(C)CC(C)C3)c2c1=O (centres undefined),10
O=C(CSc1nnc(C2COc3ccccc3O2)n1-c1ccccc1)c1cccc([N+](=O)[O-])c1 (centres undefined),-13
COC(=O)c1sc2nc(-c3ccco3)cc(C(F)(F)F)c2c1N,-10
Cc1cc(-c2ccccc2)nc2cc(C(=O)Nc3cc(Oc4ccc(F)cc4)cc([N+](=O)[O-])c3)nn12,-34
CCCCN(CC)C(=O)CSc1c2c(nc3ccc(Cl)cc13)CCCC2,-3
O=C(CN1C(=O)CCS(=O)(=O)c2ccccc21)Nc1cccc(Cl)c1,2
Cc1ccc(S(=O)(=O)N=C(CN2CCCCC2)N2CCN(S(=O)(=O)c3ccccc3)C2C(C)C)cc1 (centres undefined),4
Cn1c2ccccc2c2c(C(=O)N3CCN(C(=O)c4ccco4)CC3)cn(C3CCCC3)c(=O)c21,-2
O=C(COc1ccccc1)Nc1ccc(-c2nc3cc(Cl)ccc3o2)cc1,-49
O=C1CC(N2CCN(c3ncccn3)CC2)C(=O)N1c1cccc(Br)c1 (centres undefined),-1
NC1CCN(c2cccc(Cl)n2)CC1,3
CCOc1ccc(NC(=O)C2CC(=O)N(c3cc(C)cc(C)c3)C2)cc1 (centres undefined),-4
Cc1cc(C)nc(NCCCc2ccccc2)n1,-11
Cc1ccc(S(=O)(=O)CC#CCOC(=O)c2ccc([N+](=O)[O-])cc2)cc1,-8
Cc1[nH]nc2c1C(c1ccc(N(C)C)cc1)C1=C(CC(C)(C)CC1=O)N2 (centres undefined),1
Cn1c(=O)c2c(nc(N3CCCCCC3)n2CCSc2nc3ccccc3o2)n(C)c1=O,-2
CC(O)c1cccc(NC(=O)c2nn3c(c2Cl)NC(c2cccs2)CC3C(F)(F)F)c1 (centres undefined),1
COc1cccc(NC(=O)CN(c2ccc(C)cc2)S(=O)(=O)c2c(C)nn(C)c2C)c1,-9
CC1CCCCN1Cc1nc2c(c(=O)n(C)c(=O)n2C)n1CCCO (centres undefined),-10
COCc1c(C(=O)OCC(=O)N2c3ccccc3NC(=O)C2(C)C)oc2ccccc12,1
O=C(Nc1ccc(C(F)(F)F)cc1)c1ccc(NC2CCCCCC2)c([N+](=O)[O-])c1,-1
COc1cc2c(=O)n(-c3ccc(C)cc3)c(=O)n(CC(=O)Nc3ccc(F)cc3)c2cc1OC,2
O=C1c2ccccc2C(=O)N1CC1c2ccccc2CCN1C(=O)c1cccs1 (centres undefined),1
COC(=O)CSc1[nH]c2ccc(Br)cc2c1[N+](=O)[O-],-2
CC(C)CCNC(=O)Cc1ccc(-n2c(=S)[nH]c3ccccc3c2=O)cc1,1
O=C(c1ccccc1)N1CCN(C(=O)c2ccc(F)cc2)CC1,-5
Cc1ccn2cc(C(=O)NC3CCN(Cc4ccccc4)CC3)nc2c1,-2
Cc1cccc(-c2nc3cc(NC(=O)c4cccc(Br)c4)ccc3o2)c1,-8
CC(=O)C1=C(O)C(=O)N(CO)C1c1ccccc1 (centres undefined),-3
O=P(O)(O)C(O)C(F)(F)C(F)(F)C(F)(F)C(F)F (centres undefined),4
Cc1ccc(-c2ccccc2NC(=O)C2C3C=CC(C3)C2C(=O)O)o1 (centres undefined),0
CCn1nnnc1-c1ccc(OC)c(S(=O)(=O)Nc2ccccc2OC)c1,-11
COc1cccc(CN2CCN(S(=O)(=O)c3ccc4ccccc4c3)CC2)c1OC,12
Cc1cc(OC(=O)N2CCCCC2)cc(C)c1Cl,-8
# Other compounds.
SMILES,14-3-3g Raf
O=C(Oc1c(Cc2ccccc2)c(=O)oc2ccccc12)c1cc2ccccc2o1,-4
CCNC(=O)C(=O)NCc1cccnc1,0
CC(=O)N1c2ccc(S(=O)(=O)Nc3c(C)n(C)n(-c4ccccc4)c3=O)cc2CC1C (centres undefined),3
CCOc1cc(C)nc(N2CCC(C(=O)Nc3ccccc3OCC)CC2)n1,-3
COc1ccc(C(=O)C(CN2CCCC2)c2ccccc2)cc1 (centres undefined),-5
CCc1nc(N2CCN(c3nc(C)cc(C)n3)CC2)c2oc3ccccc3c2n1,1
COC(=O)c1ccnc(/C=N/O)c1,-7
CC1(C)C(C=C(Cl)Cl)C1C(=O)Nc1sc2c(c1C#N)CCC2 (centres undefined),-73
COc1ccc(S(=O)(=O)NC(C)C(=O)Nc2cccc(C(C)=O)c2)cc1 (centres undefined),-5
Cc1ccc(-c2c3c(=O)n(C)c(=O)n(C)c3c3nnc4ccccc4n23)cc1,-13
Cc1cccc(NC(=O)c2ccccc2Br)c1C,11
CCc1ccc(S(=O)(=O)Nc2cc(Br)c3oc(C)c(C(C)=O)c3c2)cc1,-14
CC(C)N(C(=O)COC(=O)c1ccccc1C(=O)N1CCN(c2ccc(F)cc2)CC1)C(C)C,-5
COc1cc(C(N)CC(=O)O)ccc1OC(C)C (centres undefined),-6
CC1(C)Cc2c(C#N)c(N3CCCC3)nc(-c3ccccc3)c2CO1,8
COc1ccc(N2CCN(C(=O)c3ccc(S(=O)(=O)Cc4ccccc4F)c([N+](=O)[O-])c3)CC2)cc1,-5
C=CCSc1nnc(Cc2cc(=O)[nH]c(=O)[nH]2)n1-c1cc(C)ccc1C,1
CC(C)=CCCC1(C)OC(=O)N(CC(=O)O)C1(C)O (centres undefined),7
O=[N+]([O-])c1cccc2c1nnn2C(CO)OCCO (centres undefined),3
O=C(c1ccc([N+](=O)[O-])cc1)N1N=C(C2CC2)CC1(O)C(F)F (centres undefined),4
COc1cc(NC(=O)c2cc(C(C)C)on2)cc(OC)c1OC,-4
CCOc1ccccc1NC(=O)C1=C(C)NC(=O)NC1c1ccc(N(C)C)cc1 (centres undefined),0
CCC(SC1=NC(=O)C(c2ccccc2)C(=O)N1)C(=O)Nc1sc2c(c1C#N)CCCC2 (centres undefined),5
COc1cccc(C(=O)N2CCN(S(=O)(=O)c3ccc4ccccc4c3)CC2)c1OC,-3
O=C(CN(c1cc(C(F)(F)F)ccc1Cl)S(=O)(=O)c1ccccc1)NCCc1ccccc1,3
COc1ccc(C2C(C(=O)OC(C)C)=C(C)NC(C)=C2C(=O)OC(C)C)cc1OC,2
O=C(Nc1ccccc1N1CCOCC1)c1ccc2c(c1)C(=O)N(Cc1ccncc1)C2=O,-7
CCOC(=O)C(NC(=O)Nc1ncccn1)(Oc1ccccc1)C(F)(F)F (centres undefined),-1
O=C(COc1ccc(F)cc1)Nc1nccs1,-2&-7
CCOC(=O)c1sc2ncnc(N3CCN(Cc4ccc5c(c4)OCO5)CC3)c2c1C,3
CN1C(=O)c2c(F)cc([N+](=O)[O-])cc2S1=O (centres undefined),2
COc1ccccc1N1CCN(C(=O)CN2C(=S)NC(C)(C)CC2C)CC1 (centres undefined),0
CCc1ccc(OCc2nc(-c3ccc(Cl)cc3)no2)cc1,-7
COCCN1C(=O)c2ccccc2C(C(=O)Nc2cccc(C)n2)C1c1ccc(F)cc1 (centres undefined),-5
COc1ccc(-n2nc3cc(C)c(NC(=O)c4cc5ccccc5cc4OC)cc3n2)cc1,-13
CCOc1cccc2cc(C(N)=O)c(=Nc3ccc(F)cc3)oc12,3
CCN(CC)CCN1C(=O)C(=O)/C(=C(/O)c2ccc(Cl)cc2)C1c1ccncc1 (centres undefined),3
O=C(O)CCCCCNC1=C(n2nnc3ccccc32)C(=O)c2ccccc2C1=O,-1
Nc1c2c3c(c(Cl)ccc3[nH]c1=O)C(=O)c1ccccc1-2,-4
CCCCCn1c(NCCc2ccccc2)nc2c1c(=O)[nH]c(=O)n2C,-2
C=CCn1cc(C(=O)NCc2ccco2)c(=O)c2cc(S(=O)(=O)N3CCCCCC3)ccc21,0&-9
O=C(CNC(=O)c1cccs1)NCCN1CCN(Cc2ccccc2)CC1,-6
Cc1ccc(S(=O)(=O)C2(C(=O)Nc3cccc(C)n3)CC2)cc1,2
CC(C)c1ccc(C2NC(C(=O)O)CS2)cc1 (centres undefined),2
CC1(C)C(=O)N(CC2(C)CC2(Cl)Cl)C(=O)N1C(=O)c1ccccc1 (centres undefined),3
Cc1onc(-c2ccccc2Cl)c1C(=O)NCc1ccccn1,-10&4
N=C1SCC(=O)N1c1ncc(Cc2cccc(Cl)c2)s1,-53
S=C1SCN(CCN2CCOCC2)CN1Cc1ccccc1,-1
COc1ccc(C)cc1S(=O)(=O)N1CCN(S(=O)(=O)c2cc(C)ccc2OC)C(C)C1 (centres undefined),-3
Cc1nc(SCC#N)c2c3c(sc2n1)CCC3,0
Cc1cc(C(=O)CN2C(=O)NC(c3ccccc3)(c3ccccc3)C2=O)c(C)n1Cc1ccco1,-11
Cc1ccc(C(=O)Nc2cccc([N+](=O)[O-])c2)cc1S(=O)(=O)NCc1ccccc1,-6
CCC(CC)C(=O)N1c2ccccc2C(=C2SC(C(=O)OC)=C(C(=O)OC)S2)C(=S)C1(C)C,-5
CCCSc1nc2c(c(=O)n1-c1ccccc1)SCC2,-4
O=C(Nc1ccc(-c2nc3ccccc3o2)cc1)c1cccc(Oc2ccccc2)c1,-58
CCc1n[nH]c2c1/C(=N\O)CC(C)(C)C2,-17
CCOC(=O)c1sc2nc(C)nc(Nc3cc(Cl)ccc3OC)c2c1C,2
CC(C)CSc1nc2ccccc2n1CC(=O)O,0

# Only part of the results is shown (hit frequency here may not be typical).
